# TAG inh: inhibitors of triacylglycerol accumulation, primary screen, cell-based, uHTS, fluorescence, H9c2; AID 651582, 2012; H9c2 cells, Nile Red lipid (TAG) fluorescence; cells loaded with 200 µM oleic acid; actives 0.66% (n = 230,000); inhibition, % at 12.5 µM;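 active = pattern-corrected inhibition of lipid staining of at least 50% with the nuclear-stain viability signal not falling by more than 50%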;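 note: 0% = DMSO wells and 100% = triacsin C control wells; some results filed as inactive read as strong as hits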
# TAG inh DAPI viability: also measured in TAG inh; calls as there; DAPI nuclei signal change (viability), lower = more cytotoxic, %;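 whole-well DAPI fluorescence read on a plate reader as a viability signal; minus 50 percent equals half of cells still viable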
# Numbers without * were called inactive.
mol	TAG inh	TAG inh DAPI viability
COc1ccc(CNC(=O)N2CCN(c3ccc(F)cc3)CC2)cc1Cl	4	-3
O=C(Nc1cc(S(=O)(=O)Nc2ccccc2F)ccc1Cl)c1ccc(F)cc1F	-10	-1
CCc1ccc(NC(=O)C(C)OC(=O)CN2C(=O)NC3(CCCC3)C2=O)cc1 (stereo unspecified)	-6	0
O=C(NCc1ccco1)c1ccc(Cl)c(S(=O)(=O)N2CCCC2)c1	3	6
COc1cccc(C(=O)Nc2nnc(-c3cccs3)s2)c1	9	-4
CCC(=O)c1ccc(OCC(O)CN2CCN(c3cccc(C(F)(F)F)c3)CC2)cc1 (stereo unspecified)	-26	15
CCOC(=O)C1(C)CCCN(C(=O)c2ccccc2F)C1 (stereo unspecified)	-3	14
C/C(=N\Nc1ccc(S(=O)(=O)N2CCOCC2)cc1[N+](=O)[O-])C(C)C	-9	-8
Nc1nc(COC(=O)CCC(=O)c2ccccc2)nc(Nc2ccccc2)n1	9	-5
COc1ccc(S(=O)(=O)N2CCCCC2)cc1NC(=O)CSc1nnc(C2CC2)n1C	6	1
CN(C)CCNC(=O)c1ccccc1-c1ccccc1	-4	7
COc1c2c(nc3occc13)C(CC=C(C)C)(OC)C(OC(C)=O)CC2 (stereo unspecified)	-47	0
CCNS(=O)(=O)c1ccc(CCC(N)=O)cc1	-5	7
CCN(C(=O)CN1C(=O)NC(c2ccccc2)(c2ccc(C)c(C)c2)C1=O)C1CCCCC1 (stereo unspecified)	28	-1
Cc1ccc(-n2cnc3c(sc4nc(N5CCOCC5)c5c(c43)CCCC5)c2=O)cc1	15	5
CCOC(=O)N1CCN(C(=O)C2CCN(c3nnc(-n4cccc4)s3)CC2)CC1	-5	4
C#CCOCCOCCOCCNc1nc(N2CCOCC2)nc(N2CCN(C(=O)[C@H](Cc3cc4ccccc4[nH]3)n3cc([C@@H](N)CC(C)C)nn3)CC2)n1	26	8
CSc1ccc(N=Nc2c(C)[nH]n(C)c2=O)cc1	7	-7
COc1ccc(-c2cc(C(F)(F)F)n3nc(C(=O)N(C)Cc4ccccc4)cc3n2)cc1OC	0	14
COc1cc(C=c2c3ccccc3n3c2cc(-c2ccccc2)[n+]3C)cc(OC)c1OC	-18	-2

# Part of the list above in order of length of the SMILES, rising.
mol	TAG inh	TAG inh DAPI viability
CSc1ccc(N=Nc2c(C)[nH]n(C)c2=O)cc1	7	-7
COc1ccc(CNC(=O)N2CCN(c3ccc(F)cc3)CC2)cc1Cl	4	-3
O=C(Nc1cc(S(=O)(=O)Nc2ccccc2F)ccc1Cl)c1ccc(F)cc1F	-10	-1

# The list continues.
mol	TAG inh	TAG inh DAPI viability
COc1cccc(C(=O)C2CCCN(Cc3cccc(-n4nc(C)cc4C)c3)C2)c1 (stereo unspecified)	-7	31
CCOc1ccc(/C=C/C(=O)N(CC)CC(=O)Nc2c(F)cccc2F)cc1OC	6	14
O=C(CN1C(=O)/C(=C\c2cccs2)SC1=S)Nc1cccc(C(=O)O)c1	4	-2
Cc1cc(SCCC(=O)O)nc2ccccc12	-4	6
O=C(Nc1ccc(CN2CCOCC2)cc1)c1cc2ccccn2n1	-8	-6
C/C(=N\NC(=O)c1ccc(-n2cnnn2)cc1)c1ccc(C)cc1	-29	7
Fc1ccc(-c2nc3c4ccccc4ccn3c2Cc2ccccc2)cc1	-5	-4
CC1(C)CC(=O)c2cc(C(=O)NNc3ccccc3)c(=O)n(-c3ccccc3)c2C1	6	-6
O=C1CC(c2cccc([N+](=O)[O-])c2)c2cc3c(cc2N1)CCC3 (stereo unspecified)	-16	-31
COC(=O)c1ccc(COc2ccccc2/C=N/NC(N)=O)o1	-6	1
c1ccc(-c2cn3nc(-c4ccccc4)cnc3n2)cc1	5	29
COCCn1c(=S)[nH]c2cc(C(=O)NC3CCCCC3C)ccc2c1=O (stereo unspecified)	-21	19
O=C(COC(=O)c1cccs1)Nc1cccc(S(=O)(=O)N2CCCCC2)c1	-13	-4
COCCCNC(=O)c1ccc(-n2nc(C(F)(F)F)cc2-c2cccs2)cc1	-5	-5
C=CCn1c(N)c(C(=O)NCc2cccnc2)sc1=S	-7	0
Clc1ccc(C=NN2CCCCCC2)c(Cl)c1	-5	-1
CC1CCN(C(=O)c2[nH]cnc2C(=O)N[C@@H](Cc2ccccc2)C(=O)OC(C)(C)C)CC1	-14	-10
COc1ccc(NC(C)=O)cc1NC(C)C(=O)Nc1ccc(S(=O)(=O)N2CCCCC2)cc1 (stereo unspecified)	-6	-9
COc1cccc(CN(C)C(=O)c2cc(S(=O)(=O)NC3CCCCC3)ccc2C)c1	-15	2
CC1CC(C)CN(C(=O)CN2C(=O)NC(c3ccccc3)(c3ccccc3)C2=O)C1 (stereo unspecified)	8	-3

# Additional compounds:
mol	TAG inh	TAG inh DAPI viability
COc1cc(O)c(C(CC(=O)N2CCCC2)c2cc(OC)c(OC)c(OC)c2)c(OC)c1 (stereo unspecified)	0	-10
O=S(=O)(CCOc1ccccc1)c1nc2ccccc2[nH]1	2	-4
CCOC(=O)c1ccc(NC(=O)c2ccc(CN3CCOCC3)cc2)cc1	12	-1
CN1CCN(c2ncc3c(n2)CC(c2ccccc2F)CC3=O)CC1 (stereo unspecified)	2	-3
O=C(CCC(=O)N1CCOc2ccccc21)NCCCc1ccccc1	15	8
CSc1ccccc1NC(=O)CSc1cccc[n+]1[O-]	5	5
CC(C)Cc1nnc(NC(=O)CCNC(=O)c2ccccc2Cl)s1	12	4
O=C(c1ccccc1F)N1CCN=C1c1ccccc1	2	-12
CCNC(=O)CN1C(=O)NC(CCc2ccccc2)C1=O (stereo unspecified)	-4	4
CSc1ccc(/C=N/n2c(Cc3ccc(Br)cc3)n[nH]c2=S)cc1	4	-5
O=C(O)C(Cc1ccc(O)c([N+](=O)[O-])c1)N1C(=O)c2ccccc2C1=O (stereo unspecified)	6	6
COc1ccc(-n2nc([N+](=O)[O-])c(=NCCC3=CCCCC3)n2O)cc1	14	-3
Cn1c(SCC(=O)NC2CC2)nnc1-c1cccc(NC(=O)c2ccccc2F)c1	-2	5
CCN1C(=O)[C@H]2[C@@H](c3ccc(C(F)(F)F)cc3)N[C@]3(CCCN(Cc4ccco4)C3=O)[C@H]2C1=O	10	-10
COc1ccc(C(=O)N2CCN(c3ncnc4c(-c5ccccc5)nsc34)CC2)cc1	17	-2
COc1ccc(NS(=O)(=O)c2cccc(C(=O)NNC(=O)CNC(=O)c3ccccc3)c2)cc1	-15	4
Cc1ccc(SCC(=O)Nc2nccs2)cc1	-13	1
COc1cccc(/C=N/NC(=O)CCn2cnc3ccccc32)c1	18	-15
O=C(COc1ccccc1N1C(=O)C2C3C=CC(C3)C2C1=O)c1ccccc1 (stereo unspecified)	5	-9
CCNc1cc2oc(=O)c(CN3CCOCC3)c(C)c2cc1C	-9	144

# Of the compounds above, three contain a COOH group:
mol	TAG inh	TAG inh DAPI viability
O=C(CN1C(=O)/C(=C\c2cccs2)SC1=S)Nc1cccc(C(=O)O)c1	4	-2
Cc1cc(SCCC(=O)O)nc2ccccc12	-4	6
O=C(O)C(Cc1ccc(O)c([N+](=O)[O-])c1)N1C(=O)c2ccccc2C1=O (stereo unspecified)	6	6

# (listing goes on)
mol	TAG inh	TAG inh DAPI viability
CCc1cc[n+](CC(=O)Nc2ccc(Cl)cc2Cl)cc1	-7	-5
Cc1cc(N2C(=O)C(O)=C(C(=O)c3ccc(C)o3)C2c2cccs2)no1 (stereo unspecified)	5	-5
COc1ccc(N2C(=O)C(CN3CCN(C)CC3)C2c2ccccc2)cc1 (stereo unspecified)	4	6
Cc1cc(C)c(C)c(S(=O)(=O)N[C@@H](C)C(=O)OC(C)C(=O)NC(N)=O)c1C (stereo partly specified)	-2	-1
Cc1nc(C#N)c(N/N=C/c2cccc(Cl)c2)o1	-9	0
COc1ccc(-c2c(C(F)(F)F)nn(C)c2NC(=O)CSCC(=O)O)cc1	-1	7
CC(OC(=O)c1cccc(Cl)c1)C(=O)NC1CCCCC1C (stereo unspecified)	-16	1
CCOc1ccc(OCC)c(NC(=O)CN2CCN(CC)CC2)c1	-3	9
O=C(c1ccc(N2CCN(C(=O)c3ccccc3Br)CC2)cc1)c1cccc(F)c1	8	10
CCOC(=O)C1=C(C)c2ccccc2N(C(=O)OC)C1(C)C(=O)OCC (stereo unspecified)	-8	-3
c1ccc(Cc2c(-c3ccccc3)nc3c4ccccc4ccn23)cc1	-12	-1
Cc1ccc(-c2[nH]nc(N)c2N=Nc2cccc(Cl)c2C)cc1	21	-32
COCCCNC(=O)c1cc(C(=O)Cc2ccccc2)c[nH]1	-12	1
Cc1ccc(S(=O)(=O)NCC(=O)NCC(=O)OCc2c(F)cccc2Cl)cc1	16	-24
Cc1sc2ncnc(Nc3ccc(O)cc3)c2c1C	-5	-12
COc1cccc(/C=C/C(=O)c2ccc[nH]2)c1	-16	6
O=C(c1ccc2c(c1)OCO2)N1CCC2(CC1)Oc1ccc(F)cc1C(=O)C21CC(c2ccccc2)=NO1 (stereo unspecified)	-2	-1
CCOc1ccccc1OCCn1nnc2ccccc21	0	-2
Cc1c(Cl)cccc1NC(=O)CSc1nnnn1C	-28	3
O=C(OCc1ccccc1)N1CCC2CC1c1cc(N3CCCCC3)ccc12 (stereo unspecified)	16	-8

# (continued)
mol	TAG inh	TAG inh DAPI viability
O=C(Cn1cncn1)NCCC(c1ccccc1)c1ccccc1	-4	-12
Cc1cc(Nc2nn(C)c(N)c2C#N)ccc1F	11	9
CC(OC(=O)c1ccncc1)C(=O)Nc1cccc(Cl)c1 (stereo unspecified)	-1	2
CCN1C(=O)N(CC)C(O)(c2ccccc2)C1(O)c1ccccc1 (stereo unspecified)	-10	-3
O=C1CCc2cc(S(=O)(=O)Nc3ccccc3F)ccc2N1	8	-4
COCCn1c(=S)[nH]c2ccc(N(C)C)cc2c1=O	11	-5
CCc1nc2c(OCC(=O)C(C)(C)C)cccn2c1N(C)C(=O)c1cccs1	27	-20
C=CCOc1ccc(C(=O)NC2CCCCC2)cc1	-1	-2
CCOC(=O)Cn1c2ccccc2c2nc(C)sc21	3	4
CC(=O)Nc1cccc(OCc2cnc(Cl)s2)c1	11	-13
Cc1cc(C)n2nc(SC(C)C(=O)NCc3ccco3)nc2n1 (stereo unspecified)	-7	4
CN(C/C(O)=C(\C#N)c1ccccc1)C1CCCCC1	-10	3
CC1=C(C(=O)OCc2ccccc2)C(c2ccc([N+](=O)[O-])cc2)NC(=O)N1CCCCCC(=O)O (stereo unspecified)	11	4
O=C1NC(=O)C2(COC(c3ccccc3Cl)OC2)S1 (stereo unspecified)	8	-9
C[C@H](CO)N1C[C@H](C)[C@@H](CN(C)Cc2ccccn2)Oc2ncc(Br)cc2C1=O	-13	-6
CC(=O)c1sc(N/N=C/c2ccc(C(C)C)cc2)nc1C	28	-5
C=CCn1c(SCC(=O)c2ccccc2)nnc1-c1ccc2c(c1)OCO2	-24	0
C=CCOc1cccc(CNn2nnnc2N)c1	4	-1
CCOC(=O)CC1C(=O)NCCN1C(=O)c1cccc(C(F)(F)F)c1 (stereo unspecified)	2	4
O=C(O)c1ccc(-c2nc3scc(-c4ccccc4)c3c(=O)[nH]2)cc1	4	8

# 4 entries from above, as labelled records.
CCOC(=O)CC1C(=O)NCCN1C(=O)c1cccc(C(F)(F)F)c1 (stereo unspecified)
  TAG inh: 2
  TAG inh DAPI viability: 4

Cc1cc(C)n2nc(SC(C)C(=O)NCc3ccco3)nc2n1 (stereo unspecified)
  TAG inh: -7
  TAG inh DAPI viability: 4

O=C1NC(=O)C2(COC(c3ccccc3Cl)OC2)S1 (stereo unspecified)
  TAG inh: 8
  TAG inh DAPI viability: -9

C=CCn1c(SCC(=O)c2ccccc2)nnc1-c1ccc2c(c1)OCO2
  TAG inh: -24
  TAG inh DAPI viability: 0

# (further entries)
mol	TAG inh	TAG inh DAPI viability
COc1cccc2cc(C(=O)NCC3CCCO3)c(=O)oc12 (stereo unspecified)	13	-4
CS(=O)(=O)c1ccc(-c2cccc(NC(=O)c3ccco3)c2)nn1	-13	11
CC(C)c1ccc(/C=C/C(=O)NCc2ccc(S(N)(=O)=O)cc2)cc1	-13	0
O=C(CSc1nnc(NC(=O)c2ccco2)s1)Nc1ccccc1F	3	2
CC(C)C[C@@H](CC#N)N1CCN(Cc2ccccc2)CCC1=O	-13	4
COc1cccc(/C=N/NC(=O)NC2CCCCC2)c1O	-5	9
N#Cc1ccccc1Sc1ccccc1C(=O)NCC(c1ccco1)N1CCCC1 (stereo unspecified)	15	-3
O=C(CCN1C(=O)/C(=C\c2ccccc2F)SC1=S)N1CCCCC1	34	-8
Cc1cccc(N(C(=O)Cn2nnc3ccccc32)C(C(=O)NCc2ccco2)c2ccncc2)c1 (stereo unspecified)	-40	11
COc1ccc(S(=O)(=O)N2CCC(C(=O)NC3CCCCC3)CC2)cc1OC	-20	0
COc1cc(OC)cc(-c2cc3ncccc3cn2)c1	9	3
CCN(CC(=O)Nc1c(C(=O)OC)[nH]c2ccc(Cl)cc12)c1ccc2c(c1)OCO2	1	-3
CCOc1cc(N2CCOCC2)c(OCC)cc1NC(=O)COC(=O)c1c(C)noc1C	-9	11
O=C(Cc1c(F)cccc1Cl)Nc1cccc(S(=O)(=O)NC2=NCCCCC2)c1	5	-1
CC(C)(C)NC(=O)C(c1ccncc1)N(Cc1ccc(F)cc1)C(=O)c1ccc(-c2ccccc2)[nH]1 (stereo unspecified)	6	-3
C/C(=N\N(Cc1ccccc1)c1ccccc1)c1ccncc1	17	-2
CC1=NN(c2nc(-c3ccc(Cl)cc3)cs2)C(=O)C1	14	7

# High-throughput results: PubChem BioAssay, Sanford-Burnham Center for Chemical Genomics

# A portion of the library; rates above refer to the full screens.
